Source: PubChem BioAssay (several laboratories)
Scp-1 inhibitor – blocks human Scp-1 phosphatase activity. Q9GZU7. Recombinant Scp1, phosphopeptide, malachite green phosphate absorbance. inhibition, % at 20 µM. hit rate 0.88% among 340,000. AID 493091;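 active = inhibition above about 50% at 20 µM, limit read from the data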;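 note: plate controls were DMSO wells with enzyme for no effect and wells lacking enzyme for full effect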
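Assay system: SCP-1 catalytic fragment, aa 76-261 | Buffer or medium: Tris acetate buffer pH 5.5 with MgCl2 and Tween-20 | Compound: One concentration, 20 µM, with 1.0% DMSO | Also added: Phospho 17-mer peptide substrate | Signal: Absorbance at 630 nm | Incubation: 45 min enzyme reaction at room temperature | Measure: % inhibition of SCP-1 phosphate liberation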
SUMO1 PPI mod – alters human SUMO1 binding to SIM partners. P63165. SUMO1 binding to a labelled peptide, TR-FRET, 1 h. inhibition, % at 20 µM. hit rate 0.33% among 360,000. AID 602429; in the data active = inhibition above about 37%
Target sequence (P63165 whole entry, looked up): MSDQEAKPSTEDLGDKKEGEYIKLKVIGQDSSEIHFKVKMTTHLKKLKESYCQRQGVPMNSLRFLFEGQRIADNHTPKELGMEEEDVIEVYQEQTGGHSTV
Rin1 Abl inh – blocks binding of human Rin1 to Abl; AID 588664; TR-FRET Rin1/Abl binding, biochemical; P00519+Q13671; hit rate 0.4% among 360,000; inhibition, % at 7.35 µM; in the data active = inhibition above about 5%, passing the limit was not always enough
STEP block – blocks human striatal-enriched tyrosine phosphatase; recombinant STEP, OMFP fluorogenic substrate, fluorescence; hit rate 0.25% among 360,000; inhibition, % at 20 µM; P54829;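 active = inhibition at 20 µM, scaled per plate between control wells, above about 37%, limit read from the data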;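 note: 0% = DMSO with enzyme and substrate and 100% = substrate only without enzyme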
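Measure: Control-normalized % inhibition with plate pattern correction | Test system: STEP phosphatase, cell-free reaction | Medium: pH 6.0 Bis-Tris with DTT and Tween 20 | Technique: Fluorescence, 480/540 nm | Times: Reaction 20 min, ambient temperature | Doses: Single compound dose of 20 µM, 1% DMSO final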
Neddyl block – cullin neddylation inhibition | TR-FRET cullin neddylation, biochemical | calls only at 25 µM | hit rate 0.58% among 360,000 | AID 651699; in the data active = inhibition above about 36%
NadD inh – inhibitors of Staphylococcus aureus NadD | inhibition, % at 20 µM | hit rate 0.78% among 360,000 | purified NadD enzyme, colorimetric absorbance read-out; in the data active = inhibition above about 26%; note: some compounds past the cut are filed as inactive
DNMT1 block – DNMT1 (human) enzyme inhibition | AID 588458 | hit rate 0.83% among 360,000 | DNMT1 molecular beacon, Hinp1I cleavage, fluorescence | inhibition (reported as % activation of signal), % at 10 µM | P26358; in the data active = inhibition above about 50%
Rpn11 block – Rpn11 (human) deubiquitinase inhibition | O00487 | human 26S proteasome, Ub4-pepOG fluorescence polarization; 20S core pre-blocked with epoxomicin | calls only at 20 µM | hit rate 0.59% among 360,000 | AID 588493;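 active = inhibition at 20 µM, scaled to each plate's controls, above about 33%, limit read from the data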
Target sequence (O00487 whole entry, looked up): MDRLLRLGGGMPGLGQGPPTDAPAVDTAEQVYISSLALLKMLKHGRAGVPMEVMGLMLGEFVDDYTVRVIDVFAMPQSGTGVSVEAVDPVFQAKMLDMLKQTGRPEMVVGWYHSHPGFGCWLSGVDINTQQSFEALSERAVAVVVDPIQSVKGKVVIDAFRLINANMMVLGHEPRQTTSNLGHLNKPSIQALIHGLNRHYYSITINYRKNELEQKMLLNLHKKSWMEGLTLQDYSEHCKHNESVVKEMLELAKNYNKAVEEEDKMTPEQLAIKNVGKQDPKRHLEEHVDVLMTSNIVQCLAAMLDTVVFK
CSN inh – CSN deneddylation inhibition; Purified CSN, SCF-Nedd8-OG deneddylation, fluorescence polarization; inhibition, % at 12.5 µM; hit rate 0.38% among 360,000; AID 651999;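 active = pattern-corrected inhibition above about 35%, with an unprinted fluorescence ratio check between 0.5 and 1.5, limit read from the data, passing the limit was not always enough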;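 note: 0% = enzyme with substrate and 100% = substrate without enzyme; some results filed as inactive read as strong as hits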
Target sequence (Q92905 whole entry, looked up, one chain of several): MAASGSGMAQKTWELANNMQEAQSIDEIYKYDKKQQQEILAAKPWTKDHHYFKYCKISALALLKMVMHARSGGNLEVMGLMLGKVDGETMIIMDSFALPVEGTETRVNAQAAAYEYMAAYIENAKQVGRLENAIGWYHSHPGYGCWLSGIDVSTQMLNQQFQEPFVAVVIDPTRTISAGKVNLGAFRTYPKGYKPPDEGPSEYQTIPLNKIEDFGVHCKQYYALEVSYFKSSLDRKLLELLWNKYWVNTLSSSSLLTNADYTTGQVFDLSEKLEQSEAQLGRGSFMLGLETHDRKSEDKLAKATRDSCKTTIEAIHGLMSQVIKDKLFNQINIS
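Assay system: HEK293T-derived human Csn5 enzyme; quantity: 0.24 nM enzyme; medium: Tris/NaCl/DTT buffer, pH 7.5; also added: substrate SCFSkp2-Nedd8OG, 10 nM; doses: 12.5 µM compound; schedule: 90 min reaction at room temperature; signal: FP; read-out: % inhibition of substrate cleavage by Csn5; benchmarks: substrate-only high control, full reaction low control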
LMPTP inh – blocks human LMPTP phosphatase; recombinant LMPTP-A, OMFP fluorogenic substrate, fluorescence intensity; inhibition, % at 20 µM; hit rate 0.22% among 360,000; AID 651560;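 active = compounds that cut the enzyme signal by at least half of the control window in the single-dose screen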;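 note: plate controls were DMSO wells with enzyme plus substrate for no effect and substrate without enzyme for full effect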
Target sequence (P24666 whole entry, looked up): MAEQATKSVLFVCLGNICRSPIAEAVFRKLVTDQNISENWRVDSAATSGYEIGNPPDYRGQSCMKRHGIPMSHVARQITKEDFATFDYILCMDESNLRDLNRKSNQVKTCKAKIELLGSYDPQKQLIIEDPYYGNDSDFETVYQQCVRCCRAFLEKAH
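Assay system: LMPTP-A phosphatase enzyme | Input: 0.625 nM enzyme | Also added: Fluorogenic phosphatase substrate OMFP at 400 µM final | Compound dosing: One test concentration per compound, 20 µM, with 3% DMSO overall | Schedule: 50 min enzyme reaction at room temperature, protected from light | Signal: Fluorescence intensity | Benchmarks: no-enzyme and uninhibited controls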
* marks the source's active call; other numbers are inactive results; i = inactive; / = no result given. Outcome played no part in choosing rows; 3.8% or so of the library scored in one or more.

item	compound	Scp-1 inhibitor	SUMO1 PPI mod	Rin1 Abl inh	STEP block	Neddyl block	NadD inh	DNMT1 block	Rpn11 block	CSN inh	LMPTP inh
1	COC(=O)c1c(NC(=O)CC2SCC(C(=O)OC)NC2=O)sc2c1CCCC2 (centres undefined)	-11	2	-3	-2	i	-3	-5	i	-4	0.6
2	Cc1c(C2C(C#N)=C(N)N(c3ccccc3C#N)C3=C2C(=O)CCC3)cnn1C (centres undefined)	-2	-7	-1	3	i	-3	4	i	-5	-0.2
3	CCOc1cccc(-c2nnc3sc(C4CCCCC4)nn23)c1	-6	-1	-2	4	i	-1	-2	i	-2	2.2
4	CCOc1cccc2cc(C(=O)Nc3nccs3)c(=O)oc12	1	-28	6	-3	i	4	5	i	3	0.5
5	COc1cc(C(=O)c2ccccc2)c([N+](=O)[O-])cc1OC	-16	-23	-4	-1	i	0	0	i	-4	-0.1
6	C#CCSc1nnc(-c2ccc(C)cc2)o1	-2	2	0	2	i	-3	0	i	0	-0.8
7	COc1ccc(OC)c(-c2nc3c(C)n[nH]c(=O)c3[nH]2)c1	-2	6	-2	3	i	3	4	i	-6	-4.0
8	COc1cc(/C=c2\sc3nc(=O)c(-c4ccccc4)nn3c2=O)ccc1OCCC(C)C	-7	4	-2	-1	i	12	-2	i	6	1.8
9	COc1ccc(S(=O)(=O)N/N=C(/C)c2ccncc2)cc1	7	7	2	-2	i	-1	3	i	-3	-1.5
10	Cc1cc2c(cc1C)-n1nnnc1C(N1CCN(CC(=O)NC(C)C)CC1)C(=O)N2 (centres undefined)	/	2	/	/	i	/	/	/	1	-1.7
11	CCCCCC(=O)Nc1cccc(C2=NOC3(C2)C[C@@H](C(N)=O)N(C(=O)c2ccc(OC)cc2)C3)c1 (some centres undefined)	14	17	-3	0	i	6	7	i	2	0.2
12	COc1ccc(Cn2c(C)c(C)c(C#N)c2NC(=O)Nc2ccc(F)cc2)cc1	-3	9	1	-5	i	2	1	i	7	0.5
13	CC(=O)NC1C(=O)N(CCc2ccccc2)c2ccc(Br)cc21 (centres undefined)	-8	-2	-2	-2	i	5	-6	i	1	0.7
14	COc1ccc(-c2cc(C(=O)OCc3ccccn3)c3ccccc3n2)cc1	14	-22	1	0	/	4	1	i	-6	2.1
15	Cc1ccc2c(c1)c1c(n2CCc2ccc(C)nc2)CCN(C)C1	0	0	1	-3	i	-11	5	i	-1	0.3
16	O=C1C=CC(=O)N1	-6	0	-4	1	i	3	-4	i	-7	-0.9
17	CN(C)S(=O)(=O)c1cccc(NC(=O)COC(=O)c2cccnc2Cl)c1	-1	4	0	4	i	1	0	i	3	0.0
18	CCOC(=O)C1=CN(Cc2cccc(Br)c2)S(=O)(=O)N(C)C1C (centres undefined)	4	3	1	-1	i	-10	1	i	3	1.7
19	CC(C)c1ccc(S(=O)(=O)N2CCN(C(=O)CN3C(=O)NC4(CCCC4)C3=O)CC2)cc1	-15	3	2	-3	i	2	1	i	-4	-0.5
20	Cc1ccc(-c2ccc(=O)n(CC(=O)NCC3COCCO3)n2)cc1 (centres undefined)	1	-10	-2	0	i	2	1	i	4	0.0

Other entries.
item	compound	Scp-1 inhibitor	SUMO1 PPI mod	Rin1 Abl inh	STEP block	Neddyl block	NadD inh	DNMT1 block	Rpn11 block	CSN inh	LMPTP inh
21	CC1=NN(c2nc(-c3ccccc3)cs2)C(=O)C1N=Nc1ccccc1 (centres undefined)	-6	-7	1	3	i	12	3	i	0	3.9
22	CCOc1ccc(N2C(=O)Nc3ccc(Br)cc3C2(O)C(=O)NC(C)C)cc1 (centres undefined)	-6	-1	3	5	i	-3	2	i	1	-1.7
23	Cc1nnc(-c2ccccc2)nc1N(C)C	-11	1	-3	-4	i	-4	2	i	-4	-1.5
24	COc1ccccc1NC(=S)N=Nc1c(O)[nH]c2ccc(Br)cc12	-2	1	1	-3	i	30*	89*	i	0	2.6
25	COc1cccc(-c2nnc(NC(=O)Cc3cccs3)s2)c1	20	-3	-7	1	i	4	21	i	0	2.9
26	CC(C)CCn1c(SCC(=O)OCn2nnc3ccccc3c2=O)nc2ccccc2c1=O	-14	1	3	0	i	-1	1	i	-3	1.6
27	CCCCCC(=O)N/N=C(\C)c1ccc(N2CCCCC2)cc1	2	-3	-1	4	i	3	-2	i	-2	0.1
28	CC(C)OP(=O)(OC(C)C)C(Nc1ccc([N+](=O)[O-])cc1)c1cccc([N+](=O)[O-])c1 (centres undefined)	-15	-21	-2	-2	i	-12	-3	i	6	0.1
29	O=C(COc1ncnc2ccccc12)Nc1ccc(Cl)c(S(=O)(=O)N2CCOCC2)c1	3	3	-2	0	i	-2	23	i	0	-0.3
30	COc1cc(C(=O)Nc2nc3ccc(S(=O)(=O)N4CCOCC4)cc3s2)cc(OC)c1OC	-8	10	-4	-2	/	1	-3	i	-4	0.6
31	Cc1ccc(-n2nnc3c(=O)oc4ccccc4c32)cc1	-5	-2	1	0	i	-4	-1	i	2	0.1
32	O=C(c1ccco1)N1CCN(C(=O)c2cc(-c3ccccn3)nc3ccc(Cl)cc23)CC1	-4	4	1	-3	i	-10	-4	i	4	0.4
33	CN(C)c1nc(=Nc2cccc(Cl)c2)ss1	-8	-5	-5	1	i	3	-5	i	2	4.5
34	CCOC(=O)N1CCN(C(=O)CNC(=O)Cn2cnc3ccccc3c2=O)CC1	1	0	-5	2	i	5	0	i	6	-0.8
35	Cc1cc(C(=O)NCC(=O)OCC(=O)NCCc2ccccc2)ccc1[N+](=O)[O-]	-3	-2	0	0	i	-3	2	i	-1	-1.3
36	CCc1ccccc1NS(=O)(=O)c1cc(C)ccc1OC	-7	-2	2	-1	i	-11	-5	i	3	0.5
37	COCCSc1nnc(NC(=O)CSCc2ccccc2)s1	-4	0	-2	7	i	-3	2	i	2	-0.5
38	O=C(O)CN=C1NC2(CCCCC2)Cc2ccccc21	3	-3	2	0	i	0	-7	i	3	-0.4
39	CC(C)(O)C(=O)NNC(=S)Nc1cccc(C(F)(F)F)c1	-6	-1	1	2	i	2	-4	i	-5	-0.2
40	Cc1cc(NC(=O)CSc2nnc(-c3ccccc3)n2Cc2ccco2)no1	-15	-1	1	-2	i	-4	0	i	6	-3.3

(cont.)
item	compound	Scp-1 inhibitor	SUMO1 PPI mod	Rin1 Abl inh	STEP block	Neddyl block	NadD inh	DNMT1 block	Rpn11 block	CSN inh	LMPTP inh
41	CCn1ncc(CNC(=O)C2(C)CC2(Br)Br)c1C (centres undefined)	-6	1	1	-7	i	4	2	i	3	-2.2
42	N#CCCN(C(=O)COC(=O)C1CCN(S(=O)(=O)c2cccs2)CC1)c1ccccc1	10	0	-1	-3	i	-9	0	i	-6	-0.2
43	CCOC(=O)CC1C(=O)NCCN1C(=O)c1ccc(Cl)c(Cl)c1 (centres undefined)	-9	-3	0	2	i	-4	-1	i	1	-1.2
44	COc1ccc(NC(=O)N(C)C[C@H]2Oc3c(NC(=O)C4CC4)cccc3C(=O)N([C@H](C)CO)C[C@@H]2C)cc1	-8	9	-1	1	i	1	-1	i	-4	0.4
45	O=C(c1[nH]c(C(F)(F)F)nc1-c1ccccc1)N1CCc2c([nH]c3ccccc23)C1	/	31	-1	3	i	4	-7	i	4	0.5
46	O=C(CSc1nc2c(c(=O)n1-c1ccc(Br)cc1)SCC2)Nc1nccs1	-7	-3	-1	2	i	14	2	i	3	-2.8
47	COc1ccc(S(=O)(=O)N2CCCC2)cc1C(=O)O	2	5	-2	-3	i	-7	0	i	1	-4.1
48	O=[N+]([O-])c1ccc2nc(NCCCO)nc(-c3ccccc3)c2c1	-5	-13	-4	1	i	5	3	i	-4	2.7
49	COc1cc(C=O)ccc1Oc1ccc(S(=O)(=O)N2CCOCC2)cc1[N+](=O)[O-]	-10	-31	-1	4	i	-21	-1	i	-2	0.2
50	CCOC(=O)C1CCCN(C2CCN(Cc3nc(-c4ccccc4)no3)CC2)C1 (centres undefined)	-8	1	2	2	i	4	-2	i	8	-0.9
51	Fc1ccc(NC(=S)Nc2ccc3nccnc3c2)cc1	-13	-7	0	1	i	2	-13	i	1	3.9
52	COc1ccc(N2CCN(CCCNC(=O)CC3Oc4ccc(C)cc4NC3=O)CC2)cc1 (centres undefined)	4	-3	2	1	i	-6	0	i	-1	-0.1
53	COc1cccc(/C=C/C(=O)NNC(=O)CCN2CCN(Cc3ccccc3)CC2)c1	-11	-3	-7	0	i	-2	1	i	2	0.7
54	CC(C)c1ccc(CNC(=O)C(=O)Nc2nccs2)cc1	-5	1	-2	0	i	1	6	i	3	-1.3
55	NC(=O)c1nnn(-c2ccc([N+](=O)[O-])cc2)c1-c1ccccc1	-6	-18	2	-2	i	-4	4	i	-4	0.7
56	Cc1ccccc1CN1CCN(CC2CC3C=CC2C3)CC1 (centres undefined)	-3	-2	5	3	i	-8	2	i	-2	-0.4

Given with values under each structure: part of the list above
Sequence of screens: Scp-1 inhibitor	SUMO1 PPI mod	Rin1 Abl inh	STEP block	Neddyl block	NadD inh	DNMT1 block	Rpn11 block	CSN inh	LMPTP inh
[47] COc1ccc(S(=O)(=O)N2CCCC2)cc1C(=O)O
 : 2	5	-2	-3	i	-7	0	i	1	-4.1
[48] O=[N+]([O-])c1ccc2nc(NCCCO)nc(-c3ccccc3)c2c1
 : -5	-13	-4	1	i	5	3	i	-4	2.7
